# ATG4B inh: inhibitors of human ATG4B cysteine protease; 340,000 compounds, 0.51% hits; inhibition, % at 8.33 µM; ATG4B cleavage of LC3-PLA2, NBD-HPC fluorescence, 1 h; in the data active = inhibition above about 40%
# Target sequence (Q9Y4P1 whole entry, looked up): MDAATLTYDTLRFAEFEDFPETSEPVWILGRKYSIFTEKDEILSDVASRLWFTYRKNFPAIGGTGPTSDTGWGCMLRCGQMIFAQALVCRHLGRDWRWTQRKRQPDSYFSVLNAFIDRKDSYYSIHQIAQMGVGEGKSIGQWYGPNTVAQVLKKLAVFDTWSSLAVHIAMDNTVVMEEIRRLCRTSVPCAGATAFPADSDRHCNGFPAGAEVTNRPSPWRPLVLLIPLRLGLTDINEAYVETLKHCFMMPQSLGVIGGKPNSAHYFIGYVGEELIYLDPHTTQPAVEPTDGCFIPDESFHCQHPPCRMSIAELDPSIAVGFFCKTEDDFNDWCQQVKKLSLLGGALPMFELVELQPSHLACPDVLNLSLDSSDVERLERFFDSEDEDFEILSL
# MPTP inh: inhibitors of mitochondrial permeability transition pore. isolated mouse mitochondria, Ca2+ swelling absorbance, 30 min. inhibition, % at 10 µM. 360,000 compounds, 1.4% hits. AID 602449;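 active = inhibition of 50% or more, scaled per plate between neutral and stimulator controls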;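 also: 0% = DMSO wells given calcium and 100% = 1 mM EGTA wells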
# HKDC1 inh: blocks human hexokinase HKDC1 activity. 340,000 compounds, 0.16% hits. inhibition, % at 20 µM. recombinant HKDC1, G6PDH/diaphorase resazurin coupled fluorescence;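 active = inhibition above about 35% when tested at 20 µM, limit read from the data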;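 also: plate controls were DMSO wells with enzyme for no effect and DMSO wells lacking enzyme for full effect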
#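 Test system: HK5 enzyme. Quantity: 5 µg/mL HK5 final. Reagent: glucose and ATP substrates. Schedule: 90 min reaction incubation at room temperature, dark. Technique: resazurin-to-resorufin fluorescence via G6PDH and diaphorase coupling, 525/613 nm. Control set: DMSO wells with and without enzyme mix.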
# SENP6 inh: SENP6 protease inhibition | Recombinant SENP6 catalytic domain, aminoluciferin luminescence | 330,000 compounds, 1.8% hits | Q9GZR1 | inhibition, % at 10 µM | AID 2599;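 active = inhibition above about 50% at the single tested dose, limit read from the data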;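 also: plate controls were DMSO wells with enzyme for no effect and DMSO wells lacking enzyme for full effect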
# PfGluPho inh: PfG6PD (Plasmodium falciparum) enzyme inhibition | PfGluPho enzyme, NADPH resazurin-diaphorase fluorescence | inhibition, % at 20 µM | 350,000 compounds, 0.78% hits;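 active = inhibition reaching at least a set limit at 20 µM in the primary screen, cut at about 59% in these data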;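 also: 0% = DMSO wells with substrate and 100% = DMSO wells lacking glucose-6-phosphate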
# NR3A LBD binder: NR3A (human) ligand-binding domain modulation; 340,000 compounds, 2.5% hits; NR3A LBD differential scanning fluorimetry, Tm shift; 0% = protein alone, 100% = glycine-bound protein; AID 1259313; Tm shift relative to glycine control, % at 25 µM;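 active = melting temperature shift of at least 10% of the positive control shift, at one fixed dose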
# SENP8 inh: inhibitors of human SENP8 protease; recombinant SENP8, Nedd8 substrate fluorescence; 360,000 compounds, 0.64% hits; AID 602440; Q96LD8; inhibition, % at 20 µM; in the data active = inhibition mostly above about 40%, no sharp cut-off; inactive = mostly below about 27%
# Target sequence (Q96LD8 whole entry, looked up): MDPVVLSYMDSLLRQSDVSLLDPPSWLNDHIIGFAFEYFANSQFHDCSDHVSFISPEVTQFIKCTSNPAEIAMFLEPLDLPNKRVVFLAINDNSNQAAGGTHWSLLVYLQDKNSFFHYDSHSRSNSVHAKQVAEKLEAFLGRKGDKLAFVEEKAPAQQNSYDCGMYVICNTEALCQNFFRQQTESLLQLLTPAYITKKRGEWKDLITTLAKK
# SENP7 inh: SENP7 protease inhibition. recombinant SENP7, Z-RLRGG-aminoluciferin luminescence, 40 min. 330,000 compounds, 1.5% hits. Q9BQF6. inhibition, % at 5 µM;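 active = inhibition above about 50% at the single test dose, limit read from the data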;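 also: plate controls were DMSO with enzyme for no effect and no enzyme buffer wells for full effect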
# Target sequence (Q9BQF6 706-1050 limits assumed): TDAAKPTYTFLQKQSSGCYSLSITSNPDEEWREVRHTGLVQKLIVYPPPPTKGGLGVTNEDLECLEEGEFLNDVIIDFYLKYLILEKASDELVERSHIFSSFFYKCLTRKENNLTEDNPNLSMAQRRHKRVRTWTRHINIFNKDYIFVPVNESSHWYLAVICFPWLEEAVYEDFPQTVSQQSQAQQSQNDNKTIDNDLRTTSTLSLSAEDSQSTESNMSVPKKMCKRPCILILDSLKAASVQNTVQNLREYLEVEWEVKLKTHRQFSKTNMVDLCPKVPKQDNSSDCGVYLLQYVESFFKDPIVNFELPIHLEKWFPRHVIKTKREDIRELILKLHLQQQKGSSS
# * = called active by the depositor; x = not tested or not shown. This is a random part of the collection; any-hit rate near 6.9%.
no.	Molecule	ATG4B inh	MPTP inh	HKDC1 inh	SENP6 inh
1	CCOC(=O)N1CCN(S(=O)(=O)c2ccc(C(=O)N(CCN(CC)CC)c3nc4ccc(C)cc4s3)cc2)CC1	4	-0.2	0	2
2	Cc1c(C(=O)NC(Cc2ccccc2)c2nc3ccccc3[nH]2)cccc1[N+](=O)[O-] (stereo unspecified)	-2	37	5	20
3	CCc1ccc2oc(C(=O)NCC(c3ccc(OC)cc3)N3CCCCC3)c(C)c2c1 (stereo unspecified)	4	3.0	0	-6
4	Fc1ccccc1CNC(=S)NC1CCCCC1	-3	2.5	-18	-24
5	CCc1ccc(OCC(=O)Nc2nnc(C3CCCC3)s2)cc1	1	0.2	4	17
6	O=C(NNC(=S)Nc1ccc(Cl)cc1)c1cccs1	2	1.0	-3	6
7	C=CCNC(=O)N1CCC(CO)(Cc2ccc(Cl)cc2)CC1	30	-0.7	-7	-15
8	O=C(Cn1c2c(c(-c3ccccc3)cc1=O)CCCC2)N1CCCCCC1	4	1.2	-2	2

no.	PfGluPho inh	NR3A LBD binder	SENP8 inh	SENP7 inh
1	-1	-1	8	-11
2	-19	-6	11	-1
3	31	1	8	11
4	7	1	-1	-4
5	-6	1	2	0
6	-26	0	-21	8
7	-4	-2	11	-8
8	0	-4	19	0

# Additional compounds follow.
no.	Molecule	ATG4B inh	MPTP inh	HKDC1 inh	SENP6 inh
9	COCCNC(=O)CSc1nc2ccccc2c(=O)n1CCC(=O)N1CCN(c2ccccc2)CC1	2	-0.5	0	9
10	COC(=O)CSc1nc2c(c(=O)n(C)c(=O)n2C)n1CCCc1ccccc1	-5	-6.9	2	1
11	Nc1nc(CN2CCN(c3ccccc3F)CC2)nc(N2CCCc3ccccc32)n1	-2	-0.6	15	11
12	COc1ccc(Cl)cc1NC(=S)NCCc1ccc(F)cc1	4	7.3	-2	-9
13	Cc1cc(NC(=O)CN2C(=O)NC(C)(c3ccccc3Cl)C2=O)no1 (stereo unspecified)	-4	-1.5	-3	-2
14	CCCc1nc2c([nH]1)c(=O)n(C)c(=O)n2C	0	1.0	-5	-8
15	O=C(NNc1cc(Cl)ccc1Cl)C1CCC1	-1	2.3	-7	-5
16	COc1ccc(OC)c(S(=O)(=O)Nc2ccc3c(c2)C(=O)OC3)c1	-1	1.4	-1	-15

no.	PfGluPho inh	NR3A LBD binder	SENP8 inh	SENP7 inh
9	1	0	11	4
10	11	1	15	7
11	7	-1	12	3
12	13	7	8	-1
13	-4	-7	-2	7
14	1	-1	4	1
15	4	-1	9	1
16	12	-2	21	3

# The listing continues.
no.	Molecule	ATG4B inh	MPTP inh	HKDC1 inh	SENP6 inh
17	O=C(C[C@H]1C[C@H](C(=O)N2CCCCC2)[C@@]2(CCc3ccccc3)c3[nH]c4cc(-c5ccco5)ccc4c3CCN2C1=O)NCCC1=CCCCC1	2	-0.2	15	x
18	C=CC(=O)NC(C)(C)Cc1ccccc1	-3	-1.0	-2	-11
19	COC(=O)c1[nH]c2ccccc2c1NC(=O)CN1CCN(C(=O)c2ccco2)CC1	-5	-5.7	-1	-1
20	COc1cc(C(Nc2ccc(S(=O)(=O)NCC3CCCO3)cc2)C(=O)NC(C)(C)C)cc(OC)c1OC (stereo unspecified)	0	0.6	-4	8
21	CC(C)[C@H](NC(=O)c1ccccc1)C(=O)O	-12	-0.5	-3	-27
22	COc1cccc(OCC(=O)N(C)Cc2nc(-c3cccc(C)c3)no2)c1	-5	1.4	-4	-22
23	O=[N+]([O-])c1nn(-c2ccc3c(c2)OCCO3)n(O)c1=NC1CCCCCC1	3	-0.8	-7	-2
24	Cc1csc(SCC(=O)Nc2sc3c(c2C#N)CCC3)n1	3	2.7	-6	-12

no.	PfGluPho inh	NR3A LBD binder	SENP8 inh	SENP7 inh
17	13	4	-367	-4
18	-14	1	22	7
19	-12	2	-363	-8
20	-9	-1	16	2
21	-4	0	12	7
22	-5	0	19	-5
23	12	-1	16	5
24	-15	-3	12	-1

# (next part)
no.	Molecule	ATG4B inh	MPTP inh	HKDC1 inh	SENP6 inh
25	Cc1ccc(C(=O)NC(C)c2ccc(C)c(C)c2)s1 (stereo unspecified)	5	7.1	-2	-4
26	COc1cc(C)cc(C(=O)O)c1C1=C(O)c2cccc(O)c2C(=O)C1=O	-6	2.4	9	-3
27	COc1cc(OC)cc(C(=O)OCc2ccc([N+](=O)[O-])cc2)c1	-3	-1.1	-8	3
28	Cc1cc([N+](=O)[O-])cc(C)c1OCC(=O)N/N=C/c1ccc(OC(=O)c2ccccc2)cc1	2	-8.1	-8	-2
29	Cc1ccc(S(=O)(=O)Nc2ccncc2)c(C)c1	-1	0.1	-7	-3
30	O=C(N/N=C/c1ccccn1)c1cc(-c2cccc3ccccc23)n[nH]1	8	0.7	-8	-3
31	Cc1nc2sc(C(c3ccccc3)N3CCOCC3)c(O)n2n1 (stereo unspecified)	3	0.7	5	-19
32	CCc1ccc(CN2CCC(n3nccc3NC(=O)c3ccccc3Cl)CC2)cc1	-8	0.1	-2	-2

no.	PfGluPho inh	NR3A LBD binder	SENP8 inh	SENP7 inh
25	7	-2	19	-6
26	21	-1	55*	5
27	-5	-4	5	6
28	2	-4	27	5
29	5	1	22	-7
30	10	-14	11	1
31	-3	0	9	-2
32	-1	0	3	-5

# (further entries)
no.	Molecule	ATG4B inh	MPTP inh	HKDC1 inh	SENP6 inh
33	COC(=O)CCC(=O)Nc1cccc(C(=O)Nc2cccc(Cl)c2)c1	-11	0.1	-3	-25
34	Cc1ccc(S(=O)(=O)CC(=O)N2CCN(c3ccccc3F)CC2)cc1	0	-0.3	-1	-13
35	CS(=O)(=O)Nc1cccc(C2=NN(C(=O)c3ccco3)C(c3ccco3)C2)c1 (stereo unspecified)	-9	-0.8	0	5
36	Cc1ccc(S(=O)(=O)N2CCN(Cc3ccsc3)CC2)cc1	-11	-0.3	-8	-4
37	CCOC(=O)[C@H]1[C@H]2COc3ccc(Br)cc3[C@@H]2N2C(=O)CN(Cc3ccc(C)cc3)C(=O)[C@@]12C	4	0.6	-1	-10
38	COCCn1c(SCC(=O)c2c[nH]c3ccccc23)nnc1-c1ccncc1	2	4.3	9	-23
39	COc1ccc(OCC(=O)Nc2ccc3c(c2)nc(CCn2ccccc2=O)n3C)cc1	-5	2.1	9	0
40	Cc1ccc(NC(=O)CCS(=O)(=O)c2cccc3nonc23)c(Br)c1	4	-1.0	-3	-2

no.	PfGluPho inh	NR3A LBD binder	SENP8 inh	SENP7 inh
33	-9	-2	8	5
34	0	1	11	-7
35	14	1	-5	3
36	-3	0	0	-6
37	9	0	16	-8
38	8	0	16	0
39	-6	0	14	4
40	-17	0	2	9

# Following part:
no.	Molecule	ATG4B inh	MPTP inh	HKDC1 inh	SENP6 inh
41	COc1ccc(CCn2nnnc2C(CC(C)C)N2CCN(c3ncccn3)CC2)cc1OC (stereo unspecified)	-5	-0.8	-4	2
42	COc1cc(NC(=O)c2ccccc2)c(OC)cc1NC(=O)Cc1ccc(F)cc1	-6	1.6	6	10
43	CC(=O)c1nc2ccccc2n1Cc1ccccc1	-6	-0.2	-5	-7
44	COc1ccc(S(=O)(=O)N2CCC(C(=O)Nc3cccc(C(C)=O)c3)CC2)cc1	-16	0.2	-3	7
45	CCC(NC(=O)c1cc(COc2ccc(F)cc2Cl)on1)c1ccncc1 (stereo unspecified)	-4	2.7	0	-23
46	CCn1c(=O)c([N+](=O)[O-])c(NCCN(C)C)c2ccccc21	-2	-0.6	-9	14
47	O=C(COc1ccc(C(=O)Nc2ccc(Cl)cc2)cc1)NCc1ccccc1	-12	0.0	-12	-11
48	CCOc1ccccc1N(CC(=O)NC1CCCCC1)C(=O)c1nsc(Cl)c1Cl	0	5.9	-3	-3

no.	PfGluPho inh	NR3A LBD binder	SENP8 inh	SENP7 inh
41	-16	0	43*	1
42	3	2	6	0
43	8	0	-10	5
44	-24	-3	31	7
45	-2	1	-1	9
46	-3	1	-26	2
47	-2	-14	5	7
48	-1	-20	-2	7

# Random excerpt: 4 compounds from above.
no.	Molecule	ATG4B inh	MPTP inh	HKDC1 inh	SENP6 inh
44	COc1ccc(S(=O)(=O)N2CCC(C(=O)Nc3cccc(C(C)=O)c3)CC2)cc1	-16	0.2	-3	7
45	CCC(NC(=O)c1cc(COc2ccc(F)cc2Cl)on1)c1ccncc1 (stereo unspecified)	-4	2.7	0	-23
41	COc1ccc(CCn2nnnc2C(CC(C)C)N2CCN(c3ncccn3)CC2)cc1OC (stereo unspecified)	-5	-0.8	-4	2
47	O=C(COc1ccc(C(=O)Nc2ccc(Cl)cc2)cc1)NCc1ccccc1	-12	0.0	-12	-11

no.	PfGluPho inh	NR3A LBD binder	SENP8 inh	SENP7 inh
44	-24	-3	31	7
45	-2	1	-1	9
41	-16	0	43*	1
47	-2	-14	5	7

# Structures shown so far containing a thiophene ring, fused or not:
no.	Molecule	ATG4B inh	MPTP inh	HKDC1 inh	SENP6 inh
6	O=C(NNC(=S)Nc1ccc(Cl)cc1)c1cccs1	2	1.0	-3	6
24	Cc1csc(SCC(=O)Nc2sc3c(c2C#N)CCC3)n1	3	2.7	-6	-12
25	Cc1ccc(C(=O)NC(C)c2ccc(C)c(C)c2)s1 (stereo unspecified)	5	7.1	-2	-4
36	Cc1ccc(S(=O)(=O)N2CCN(Cc3ccsc3)CC2)cc1	-11	-0.3	-8	-4

no.	PfGluPho inh	NR3A LBD binder	SENP8 inh	SENP7 inh
6	-26	0	-21	8
24	-15	-3	12	-1
25	7	-2	19	-6
36	-3	0	0	-6

# Following part.
no.	Molecule	ATG4B inh	MPTP inh	HKDC1 inh	SENP6 inh
49	COc1ccc(CCNc2ccncn2)cc1OC	-4	1.1	11	-11
50	COc1ccc(S(=O)(=O)Cc2ccc(C(=O)NCc3ccc(C)cc3)o2)cc1	-1	0.7	-4	13
51	COc1cccc(OC)c1C(=O)Nc1cccc(-n2cnnn2)c1	7	-1.5	-3	-4
52	Cc1cc(C)cc(C(=O)N(CCc2ccccc2)C2=CC3CCC(C2)N3C)c1 (stereo unspecified)	0	2.1	2	-3
53	COc1ccc(-c2ccc(C3C(C#N)=C(N)Oc4n[nH]c(C)c43)o2)cc1 (stereo unspecified)	-21	8.1	-5	8
54	CCN(CC(=O)Nc1ccc(NC(C)=O)cc1)C(=O)/C=C/c1ccc(S(=O)(=O)N2CCCCCC2)cc1	-5	1.3	8	-8
55	COc1cc2c(cc1NC(=O)CSc1nnc(COc3ccc(Cl)cc3)n1C)oc1ccccc12	-13	1.2	-6	-1
56	CCN1CCN(c2ccc(S(=O)(=O)N3CCOCC3)cc2NC(=O)c2ccc(Cl)cc2Cl)CC1	-10	-3.7	0	-17

no.	PfGluPho inh	NR3A LBD binder	SENP8 inh	SENP7 inh
49	-9	-1	8	-13
50	0	-3	6	-2
51	-22	0	11	5
52	-10	1	12	6
53	1	-5	-77	-2
54	4	-6	6	-1
55	26	3	22	0
56	18	-1	6	-5

# Further results
no.	Molecule	ATG4B inh	MPTP inh	HKDC1 inh	SENP6 inh
57	Cc1c(NC(=O)CSc2ccccc2C(=O)Nc2cccnc2)c(=O)n(-c2ccccc2)n1C	1	-5.5	-2	-15
58	O=C(OCC(=O)N(Cc1ccccc1)Cc1ccccc1)c1ccccc1O	15	0.1	2	8
59	COc1ccc(/C=C(/NC(=O)c2ccc(C)cc2)C(=O)N2CCCC2)cc1OC	-6	-0.9	0	-23
60	Cc1ccc2nc(-c3cccnc3)cc(C(=O)Nc3ccccc3[N+](=O)[O-])c2c1	2	-0.9	9	-4
61	Cc1ccc(NC(=O)COc2ccc(Br)cc2CO)cc1	-4	-0.1	6	4
62	CCOC(=O)C1CCCN(C(=O)c2sc3nc4n(c(=O)c3c2C)CCC4)C1 (stereo unspecified)	4	-1.5	0	7
63	Cc1ccc2nc(C)c3c(c2c1)SCC3	-4	2.6	-5	-6
64	CC(=O)c1cc2c(cc1NC(=O)c1ccc(C)cc1)OCCO2	-7	1.3	-2	4

no.	PfGluPho inh	NR3A LBD binder	SENP8 inh	SENP7 inh
57	-12	-1	22	9
58	-5	1	-6	4
59	9	-5	4	0
60	-10	-5	-5	2
61	-8	-3	12	8
62	-5	-1	13	1
63	18	-2	0	-1
64	3	0	-307	9

# High-throughput results from PubChem.
